EZH2 inh: blocks human EZH2/PRC2 H3K27 methylation | Q15910 | DELFIA TRF, 1 h | 0.35% of 57,000 active | inhibition, % at 12.5 µM;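 active = mean inhibition of replicates at least 50% and every single replicate also reaching 50%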;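 note: dimethyl H3K27 on biotinylated H3 21-44 peptide detected by antibody; plate controls were median neutral control wells for no effect and median positive control wells for full effect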
IDH1 mut inh: IDH1 R132H (human) inhibition; IDH1 R132H reductase, diaphorase/resazurin fluorescence, 60 min; inhibition, % at 10 µM; 0.18% of 70,000 active; in the data active = inhibition above about 34%;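 note: 0% = DMSO and 100% = no enzyme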
Target sequence (O75874 whole entry R132H): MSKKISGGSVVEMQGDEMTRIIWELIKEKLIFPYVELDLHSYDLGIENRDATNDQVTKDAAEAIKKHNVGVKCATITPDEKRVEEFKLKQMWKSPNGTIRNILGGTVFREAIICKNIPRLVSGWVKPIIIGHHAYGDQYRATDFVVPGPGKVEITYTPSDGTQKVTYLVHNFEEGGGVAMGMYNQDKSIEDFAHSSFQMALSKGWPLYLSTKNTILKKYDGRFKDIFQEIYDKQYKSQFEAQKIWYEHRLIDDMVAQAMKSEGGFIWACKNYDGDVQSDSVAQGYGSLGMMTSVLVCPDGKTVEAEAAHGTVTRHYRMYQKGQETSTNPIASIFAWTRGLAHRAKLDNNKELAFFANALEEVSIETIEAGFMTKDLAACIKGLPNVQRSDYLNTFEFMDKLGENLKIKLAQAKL
* marks the source's active call; other numbers are inactive results; nt = no result given; & = joins results of further samples. Not all compounds are listed; count on the stated rates, not on these rows.

| Molecule | EZH2 inh | IDH1 mut inh |
| --- | --- | --- |
| C[C@H]1CN([C@@H](C)CO)C(=O)Cc2cc(NC(=O)Nc3cccc4ccccc34)ccc2O[C@@H]1CN(C)S(=O)(=O)c1cn(C)cn1 | nt | -0.2 |
| CC(C)NC(=O)N(C)C[C@H]1Oc2cc(C#CC3CC3)ccc2S(=O)(=O)N([C@H](C)CO)C[C@H]1C | -10 | 1.7 |
| C[C@H](CO)N1C[C@H](C)[C@@H](CN(C)Cc2ccc(C(=O)Nc3ccccc3N)cc2)Oc2c(NS(C)(=O)=O)cccc2C1=O | -7 | 0.4 |
| CO[C@@H]1CN(C)C(=O)c2cc(NC(=O)C3CCCCC3)ccc2OC[C@H](C)NC[C@H]1C | 3 | 0.1 |
| COc1ccccc1CNC(=O)C[C@@H]1C=C[C@H](NC(C)=O)[C@H](CO)O1 | -4 | 0.3 |
| Cc1cc(OCC(=O)NCc2ccco2)ccc1Cl | 7 | -0.1 |
| CNC[C@@H]1OCCCC[C@@H](C)Oc2ccc(NS(=O)(=O)c3ccc(OC)cc3)cc2C(=O)N([C@H](C)CO)C[C@H]1C | -13 | -1.7 |
| CCCCC[C@H](O)CC(=O)CCc1ccc(O)c(OC)c1 | nt | -2.7 |
| O=S(=O)(NCC[C@H]1CC[C@@H](NS(=O)(=O)c2ccccc2Cl)[C@@H](CO)O1)c1ccc(Cl)cc1 | -8 | -0.5 |
| C[C@@H]1CN([C@H](C)CO)S(=O)(=O)c2ccc(-c3ccc(F)cc3)cc2O[C@H]1CN(C)C(=O)C1CCOCC1 | 2 | -0.9 |
| O=C(Nc1ccc(F)cc1)N[C@@H]1CC[C@H](CCn2cc(C3(O)CCCC3)nn2)O[C@H]1CO | -17 | -0.1 |
| C[C@@H]1CN([C@H](C)CO)S(=O)(=O)c2ccc(C3=CCCC3)cc2O[C@H]1CN(C)C(=O)CC1CC1 | 8 | 8.6 |
| COc1ccc(NC(=O)N(C)C[C@H]2Oc3c(NC(=O)C4CCOCC4)cccc3C(=O)N([C@H](C)CO)C[C@@H]2C)cc1 | -21 | nt |
| COc1ccc(OC)c(Nc2ncnc3c2cnn3-c2ccccc2)c1 | -1 | 0.1 |
| C[C@H](CO)N1C[C@H](C)[C@@H](CN(C)Cc2ccc(C(=O)O)cc2)Oc2ccc(NC(=O)Nc3ccc4c(c3)OCO4)cc2CC1=O | nt | 0.5 |
| Cc1ccc(S(=O)(=O)Nc2ccc3c(c2)C(=O)N([C@H](C)CO)C[C@@H](C)[C@H](CN(C)C(=O)Nc2ccc(F)cc2)OCCCC[C@@H](C)O3)cc1 | nt | -0.1 |
| Cc1nn(CCCNC(=O)C2CCCO2)cc1Br (centres undefined) | nt | 0.5 |
| Cc1noc(C)c1NC(=O)Nc1ccc2c(c1)C(=O)N([C@H](C)CO)C[C@H](C)[C@H](CN(C)S(=O)(=O)c1ccc(F)cc1)O2 | nt | -1.6 |
| C[C@@H]1CCCCO[C@@H](CN(C)S(=O)(=O)c2ccc(F)cc2)[C@@H](C)CN([C@@H](C)CO)C(=O)c2cc(NC(=O)C3CCCCC3)ccc2O1 | nt | -3.0 |
| CO[C@@H]1CN(C)C(=O)c2ccc(NC(C)=O)cc2OC[C@@H](C)N(C(=O)CC2CC2)C[C@H]1C | 6 | -0.1 |
| C[C@H]1CN([C@@H](C)CO)C(=O)c2cc(NC(=O)C3CC3)ccc2O[C@H]1CN(C)C(=O)Nc1ccccc1 | -1 | -1.6 |
| C[C@@H]1CN([C@@H](C)CO)S(=O)(=O)c2ccc(C#C[C@@H](C)O)cc2O[C@@H]1CN(C)Cc1ccc(-c2ccccc2)cc1 | 34 | -2.3 |
| C[C@H](CO)N1C[C@H](C)[C@@H](CN(C)C(=O)Nc2ccccc2)Oc2ccc(NS(=O)(=O)c3ccc(F)cc3)cc2C1=O | nt | -1.5 |
| O=C(C[C@@H]1C=C[C@H](NC(=O)Nc2cc(F)ccc2F)[C@@H](CO)O1)NCc1ccccn1 | 3 | -0.2 |
| CO[C@@H]1CN(C)C(=O)c2cc(NS(=O)(=O)c3ccccc3)ccc2OC[C@H](C)N(C(=O)NC(C)C)C[C@@H]1C | -5 | -0.1 |
| C[C@@H]1CN([C@H](C)CO)C(=O)c2cc(/C=C/c3ccccc3)cnc2O[C@@H]1CN(C)S(=O)(=O)c1cn(C)cn1 | nt | -2.3 |
| COCC(=O)N(C)C[C@H]1Oc2cc(C#Cc3cccnc3)ccc2S(=O)(=O)N([C@H](C)CO)C[C@H]1C | 13&11 | -0.1 |
| C[C@@H]1CN([C@H](C)CO)C(=O)Cc2cc(NC(=O)Nc3cccc4ccccc34)ccc2O[C@@H]1CN(C)C(=O)Nc1cccc2ccccc12 | nt | -0.9 |
| Cc1ccc2oc(C(=O)Nc3ccc(S(=O)(=O)Nc4ncccn4)cc3)c(C)c2c1 | -9 | 0.3 |
| C[C@@H]1CCCCO[C@@H](CN(C)C)[C@H](C)CN([C@H](C)CO)C(=O)c2cc(NC(=O)NC3CCCCC3)ccc2O1 | 14 | 1.9 |
| CC(C)NC(=O)N(C)C[C@@H]1Oc2ccc(NC(=O)Nc3ccc(F)cc3)cc2C(=O)N([C@@H](C)CO)C[C@H]1C | 0 | 0.5 |
| O=C(C1=C[C@H](c2ccc(Br)cc2)C[C@H](OCc2ccc(CO)cc2)O1)N1CCN(Cc2ccccc2)CC1 | 19 | nt |
| COc1ccc(S(=O)(=O)Nc2cccc3c2O[C@H](CN(C)CC2CCCCC2)[C@@H](C)CN([C@H](C)CO)C3=O)cc1 | 9 | 1.8 |
| COc1cc(C)c2c(=O)cc(-c3ccccc3)oc2c1 | 10 | -2.3 |
| C[C@@H]1CN([C@@H](C)CO)C(=O)c2cc(Br)cnc2O[C@H]1CN(C)Cc1ccc(-c2ccccc2)cc1 | 32 | nt |
| CCC(C)NC(=O)Cn1c(=O)n(-c2ccc(Cl)c(Cl)c2)c(=O)c2c(C)c(C)sc21 (centres undefined) | -10 | 1.7 |
| C[C@@H]1CN([C@H](C)CO)C(=O)Cc2cc(NS(=O)(=O)c3cccs3)ccc2O[C@H]1CN(C)Cc1ccc(-c2ccccc2)cc1 | nt | -0.1 |
| O=C(O)C[C@@H]1C[C@H]2c3cc(NC(=O)CC4CC4)ccc3O[C@H]2[C@@H](CO)O1 | -25 | -0.6 |
| O=C(C[C@H]1CC[C@@H](NC(=O)c2cccc(F)c2)[C@H](CO)O1)NCCN1CCCC1 | 3 | 0.4 |
| COCC(=O)N(C)C[C@H]1Oc2cc(C#CC(C)(C)O)ccc2S(=O)(=O)N([C@@H](C)CO)C[C@H]1C | 3 | -0.1 |
| C[C@@H]1CN([C@H](C)CO)C(=O)c2cccc(NC(=O)Nc3ccccc3)c2O[C@@H]1CN(C)C(=O)Nc1ccccc1 | -10 | nt |
| COc1ccc(NC(=O)Nc2ccc3c(c2)[C@@H]2C[C@H](CC(=O)NCC4CC4)O[C@@H](CO)[C@@H]2O3)cc1 | 4 | 2.6 |
| C[C@H](CO)N1C[C@H](C)[C@H](CN(C)C(=O)Nc2ccc(C(F)(F)F)cc2)Oc2c(NS(=O)(=O)c3cccs3)cccc2C1=O | nt | -1.4 |
| COc1ccc(C(C)C)cc1S(=O)(=O)Nc1cccnc1 | -2 | -0.4 |
| CCOC(=O)CSc1cc(C)nc(N)n1 | -10 | 0.0 |
| C=C(C)C1=C[C@@]2(C)C(=CC1=O)CC[C@@H](O)[C@@H]2C | nt | -0.3 |
| C[C@H](CO)N1C[C@H](C)[C@@H](CN(C)Cc2ccccc2)Oc2ncc(/C=C/c3ccccc3)cc2C1=O | 2 | -0.3 |
| CO[C@@H]1CN(C)C(=O)c2ccc(NS(=O)(=O)c3ccc(C)cc3)cc2OC[C@H](C)N(Cc2nccs2)C[C@@H]1C | -5 | 0.1 |
| C[C@H](CO)N1C[C@H](C)[C@H](CN(C)Cc2cccnc2)Oc2ncc(C#Cc3ccccn3)cc2C1=O | 2 | -1.4 |
| C[C@H]1CN([C@@H](C)CO)C(=O)Cc2cc(NC(=O)CCN3CCOCC3)ccc2O[C@H]1CN(C)Cc1ccc(Cl)c(Cl)c1 | 0 | -0.3 |
| CC(=O)c1cccc(NC(=O)C2CCCN(S(=O)(=O)c3ccc(F)cc3)C2)c1 (centres undefined) | -4 | -0.1 |
| C[C@@H]1CN([C@@H](C)CO)S(=O)(=O)c2ccc(-c3cncnc3)cc2O[C@H]1CN(C)Cc1cccnc1 | -8 | 12 |
| C[C@H]1CN([C@@H](C)CO)C(=O)Cc2cc(N(C)C)ccc2O[C@H]1CN(C)C(=O)Nc1ccc(C(F)(F)F)cc1 | 0 | -0.9 |
| CN(C)CC(=O)Nc1ccc2c(c1)[C@@H]1C[C@@H](CC(=O)NCc3ccc4c(c3)OCO4)O[C@H](CO)[C@@H]1O2 | 2 | 0.1 |
| COc1ccc(N(CC(=O)Nc2ccccc2Br)S(C)(=O)=O)cc1OC | 8 | 0.5 |
| COc1ccc(NC(=O)N(C)C[C@H]2Oc3c(NC(=O)c4ccncc4)cccc3C(=O)N([C@@H](C)CO)C[C@H]2C)cc1 | -7 | nt |
| C[C@@H]1CN([C@@H](C)CO)C(=O)c2cccc(NC(=O)NC3CCCCC3)c2O[C@H]1CN(C)Cc1ccc2c(c1)OCO2 | -17 | -0.7 |
| C[C@@H]1CCCCO[C@H](CN(C)C(=O)c2ccccc2)[C@H](C)CN([C@H](C)CO)C(=O)c2cc(NC(=O)c3ccccc3)ccc2O1 | -23 | nt |
| C[C@H]1CN([C@@H](C)CO)C(=O)c2cccc(NC(=O)CCCCCC(=O)Nc3ccccc3N)c2O[C@H]1CN(C)S(C)(=O)=O | -38 | nt |
| CCOc1ccccc1N1CC(C(=O)Nc2ccc(C(=O)O)cc2)CC1=O (centres undefined) | 7 | -0.1 |

Five compounds drawn at random from the list so far, as already listed:
| Molecule | EZH2 inh | IDH1 mut inh |
| --- | --- | --- |
| C[C@@H]1CN([C@@H](C)CO)C(=O)c2cc(Br)cnc2O[C@H]1CN(C)Cc1ccc(-c2ccccc2)cc1 | 32 | nt |
| COc1cc(C)c2c(=O)cc(-c3ccccc3)oc2c1 | 10 | -2.3 |
| C[C@H](CO)N1C[C@H](C)[C@@H](CN(C)Cc2ccccc2)Oc2ncc(/C=C/c3ccccc3)cc2C1=O | 2 | -0.3 |
| CC(C)NC(=O)N(C)C[C@@H]1Oc2ccc(NC(=O)Nc3ccc(F)cc3)cc2C(=O)N([C@@H](C)CO)C[C@H]1C | 0 | 0.5 |
| COc1ccc(S(=O)(=O)Nc2cccc3c2O[C@H](CN(C)CC2CCCCC2)[C@@H](C)CN([C@H](C)CO)C3=O)cc1 | 9 | 1.8 |

More records:
| Molecule | EZH2 inh | IDH1 mut inh |
| --- | --- | --- |
| COc1cccc(S(=O)(=O)Nc2ccc3c(c2)[C@@H]2C[C@@H](CC(=O)NCc4ccccc4F)O[C@H](CO)[C@@H]2O3)c1 | 6 | 0.2 |
| O=C(C[C@H]1CC[C@@H](NC(=O)C2CC2)[C@@H](CO)O1)Nc1ccccc1 | -3 | 0.4 |
| C[C@H](CO)N1C[C@H](C)[C@H](CN(C)Cc2ccc(C(F)(F)F)cc2)Oc2ccc(NC(=O)C3CC3)cc2C1=O | 0 | -2.5 |
| O=S(=O)(N[C@@H]1CC[C@H](CCn2cc(-c3cccc(F)c3)nn2)O[C@H]1CO)c1ccc(Cl)cc1 | 9 | -0.7 |
| COC(=O)c1cccc(NC(=O)COc2cc(C)cc(C)c2)c1 | -6 | -0.8 |
| Cc1noc(C)c1NC(=O)Nc1cccc2c1O[C@@H](CN(C)Cc1ccncc1)[C@H](C)CN([C@H](C)CO)C2=O | -2 | nt |
| C[C@H](CO)N1C[C@H](C)[C@@H](CN(C)Cc2ccncc2)Oc2ncc(C#Cc3ccccn3)cc2C1=O | nt | -0.5 |
| C[C@H](CO)N1C[C@H](C)[C@H](CN(C)C(=O)Nc2ccc(C(F)(F)F)cc2)Oc2ccc(NS(=O)(=O)c3ccc(F)cc3)cc2C1=O | nt | -0.4 |
| C[C@H]1CN([C@@H](C)CO)C(=O)Cc2cc(NC(=O)CCN3CCOCC3)ccc2O[C@H]1CN(C)S(=O)(=O)c1cn(C)cn1 | nt | -0.8 |
| C[C@H]1CN([C@@H](C)CO)S(=O)(=O)c2ccc(C3=CCCC3)cc2O[C@@H]1CN(C)Cc1ccccn1 | 4 | -0.2 |
| O=C(Cc1cccnc1)N[C@@H]1CC[C@@H](CCn2cc(Cc3ccccc3)nn2)O[C@H]1CO | 2 | 0.0 |
| CO[C@H]1CN(C)C(=O)c2ccc(NS(=O)(=O)c3ccc(C)cc3)cc2OC[C@@H](C)NC[C@@H]1C | -9 | 0.2 |
| C/C=C/c1ccc2c(c1)O[C@@H](CN(C)Cc1ccc(F)cc1)[C@@H](C)CN([C@@H](C)CO)S2(=O)=O | 16 | -1.6 |
| Cc1cc(C(=O)Nc2cccc3c2O[C@@H](CN(C)CC2CC2)[C@@H](C)CN([C@H](C)CO)C3=O)n(C)n1 | nt | 3.1 |
| C[C@H]1CN([C@@H](C)CO)C(=O)c2cc(NC(=O)Cc3ccccc3)ccc2O[C@H]1CN(C)C(=O)Nc1ccc(C(F)(F)F)cc1 | -6 | 0.4 |
| C[C@@H]1CN([C@@H](C)CO)C(=O)c2cc(NC(=O)NC3CCCCC3)ccc2O[C@@H](C)CCCCO[C@H]1CN(C)S(=O)(=O)c1ccc(F)cc1 | nt | 2.0 |
| CO[C@@H]1CN(C)C(=O)c2cc(NS(=O)(=O)c3ccccc3C)ccc2OC[C@@H](C)N(S(C)(=O)=O)C[C@H]1C | 3 | -0.2 |
| CCOC(=O)c1sc(NC(=O)c2cc3ncc(Br)cn3n2)c(C(=O)OCC)c1C | -11 | 0.1 |
| CC(C)NC(=O)N(C)C[C@H]1Oc2cc(-c3ccccc3F)ccc2S(=O)(=O)N([C@@H](C)CO)C[C@H]1C | 8 | -3.2 |
| C[C@H]1CN([C@@H](C)CO)C(=O)Cc2cc(NS(=O)(=O)c3cn(C)cn3)ccc2O[C@H]1CN(C)Cc1ccc(C(=O)O)cc1 | nt | 0.1 |
| CO[C@H]1O[C@H](CO)[C@@H](OC(=O)Nc2ccccc2)[C@H](OC(=O)Nc2ccccc2)[C@@H]1OC(=O)Nc1ccccc1 | -16 | nt |

Screening results deposited in PubChem by Broad Institute.
